HTR5A inv ag: HTR5A inverse agonists in luminescence cell assay, primary screen, counter-screen for OPRM1-OPRD1 heterodimer inverse agonist project, full-deck HTS; inhibition, % at 9.3 µM; 340,000 compounds, 0.083% hits; HTR5A cell line, inverse agonism; in the data active = inhibition mostly above about 23%, no sharp cut-off; inactive = mostly below about 18%;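 note: 0% = cells with DMSO and 100% = no-cell wells with DMSO; some compounds called inactive have numbers as strong as hits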
RTF Ca sens inh: cardiac RTF calcium sensitivity inhibitors, primary screen, biochemical, IANBD-TnC fluorescence, EC70 calcium; Troponin I, cardiac muscle (Homo sapiens) + Troponin T, cardiac muscle (Homo sapiens) + …; IANBD-labeled cardiac RTF, Ca2+ fluorescence; inhibition, % at 7.15 µM; 340,000 compounds, 0.12% hits;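 active = inhibition above the mean inhibition of all tested compounds plus 3 SD, cut at about 17% in these data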;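 note: assay run at fixed EC70 calcium of 1.6 mM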
HTR5A ag ctr: HTR5A agonists in luminescence cell assay, primary screen, counter-screen for OPRM1-OPRD1 heterodimer agonist project, full-deck HTS; 5-hydroxytryptamine receptor 5A (Homo sapiens), P47898; cell-based; activation, % at 9.3 µM; 340,000 compounds, 0.61% hits; in the data active = activation mostly above about 9.5%, no sharp cut-off; inactive = mostly below about 7.6%;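 note: 0% = cells with vehicle only and 100% = reference agonist; strong numbers were not always called active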
OPRM1-OPRD1 ag: agonists of OPRM1-OPRD1 heterodimerization, primary screen, cell-based, luminescence; Mu-type opioid receptor (Homo sapiens) + Delta-type opioid receptor (Homo sapiens), …; activation, % at 9.3 µM; AID 504326, 2011; cells; 340,000 compounds, 0.3% hits; in the data active = activation above about 18%;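 note: 0% = vehicle-treated cells and 100% = reference agonist; values of inactives mirror those of a sister screen read the other way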
Target sequence (P35372 whole entry, looked up): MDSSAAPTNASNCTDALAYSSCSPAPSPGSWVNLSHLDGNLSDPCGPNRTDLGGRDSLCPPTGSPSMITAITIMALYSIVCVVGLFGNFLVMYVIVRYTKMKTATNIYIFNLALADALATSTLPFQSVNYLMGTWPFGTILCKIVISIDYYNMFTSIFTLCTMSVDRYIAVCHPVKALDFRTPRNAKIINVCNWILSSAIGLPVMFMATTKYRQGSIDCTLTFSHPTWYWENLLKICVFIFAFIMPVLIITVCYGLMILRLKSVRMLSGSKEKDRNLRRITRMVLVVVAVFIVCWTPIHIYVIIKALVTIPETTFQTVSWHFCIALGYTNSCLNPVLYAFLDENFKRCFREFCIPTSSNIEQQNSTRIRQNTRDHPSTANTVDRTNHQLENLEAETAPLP
Target sequence (P41143 whole entry, looked up): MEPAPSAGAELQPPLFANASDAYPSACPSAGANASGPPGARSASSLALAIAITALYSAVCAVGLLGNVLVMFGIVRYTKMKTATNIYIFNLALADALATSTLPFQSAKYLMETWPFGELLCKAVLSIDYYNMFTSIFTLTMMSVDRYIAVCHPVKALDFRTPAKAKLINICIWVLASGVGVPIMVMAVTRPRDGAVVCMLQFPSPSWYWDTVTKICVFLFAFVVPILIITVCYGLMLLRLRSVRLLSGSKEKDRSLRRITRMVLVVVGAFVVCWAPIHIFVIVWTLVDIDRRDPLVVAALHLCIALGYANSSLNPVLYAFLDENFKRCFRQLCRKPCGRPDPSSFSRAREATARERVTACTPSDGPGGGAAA
cardiac RTF act: cardiac RTF calcium sensitivity activators, primary screen, biochemical, IANBD-TnC fluorescence, EC20 calcium; Troponin I, cardiac muscle (Homo sapiens) + Troponin T, cardiac muscle (Homo sapiens) + …; IANBD-labeled TnC RTF fluorescence at EC20 calcium; 0% EC20 calcium, 100% full calcium; activation, % at 7.2 µM; 340,000 compounds, 0.24% hits; AID 493008, 2010;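 active = activation above the mean over all tested compounds plus 3 SD, cut at about 30% in these data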;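 note: rise in fluorescence read as greater calcium sensitivity of cardiac thin filaments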
C-LANA FP: inhibitors of KSHV C-LANA binding to DNA, primary screen, biochemical, fluorescence polarization, FAM-LBS DNA, MBP-C-LANA, single point; Kaposi's sarcoma herpesvirus LANA C-terminal domain (residues 932-1162) DNA binding; inhibition, % at 9 µM; 340,000 compounds, 0.078% hits; AID 504423, 2011;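 active = highest replicate inhibition at or above 60% at 9 µM, even if other replicates fall short; inactive = all replicates below 60% inhibition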;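 note: 0% = neutral control wells and 100% = 4 µM acridine orange control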
V-ATPase pH: regulators of yeast V-ATPase proton pumping, primary screen, pHLuorin cytosolic pH fluorescence. S. cerevisiae. response, % at 10 µM. 350,000 compounds, 0.37% hits. AID 504577, 2011; in the data active = response mostly above about 7.3%, no sharp cut-off; inactive = mostly below about 5.4%; note: actives read high; inactives centre near 0; some compounds called inactive have numbers as strong as hits; reference of the scale not given here
CAL PDZ FP: untagged CAL PDZ binding inhibitors, primary screen, biochemical, fluorescence polarization, HTS; inhibition, % at 24.9 µM; purified CAL PDZ, TMR-peptide fluorescence polarization, 1 h; 300,000 compounds, 0.92% hits; Golgi-associated PDZ and coiled-coil motif-containing protein (Homo sapiens), Q9HD26;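 active = mean inhibition of at least 30% with at least half of replicates also reaching 30%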;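 note: 0% = DMSO neutral control and 100% = excess unlabeled competitor peptide PRC23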
OPRM1-OPRD1 inv: inverse agonists of MOR-DOR heterodimerization, primary screen, cell-based, luminescence; Mu-type opioid receptor (Homo sapiens) + Delta-type opioid receptor (Homo sapiens), …; cell-based MOR-DOR heterodimer luminescence, inverse agonism; inhibition, % at 9.3 µM; 340,000 compounds, 0.21% hits; AID 504357, 2011; in the data active = inhibition above about 22%, passing the limit was not always enough;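 note: 0% = cells with DMSO and 100% = wells without cells with DMSO; values of inactives mirror those of a sister screen read the other way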
Keap1-Nrf2 PPI: Keap1-Nrf2 protein-protein interaction inhibitors, primary screen, biochemical, fluorescence polarization, single point; inhibition, % at 9.4 µM; Kelch-like ECH-associated protein 1 (Homo sapiens), Q14145; 340,000 compounds, 0.15% hits; AID 504523, 2011; Keap1 Kelch-Nrf2 peptide fluorescence polarization, 1536-well; in the data active = inhibition above about 12%;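 note: human Keap1 Kelch domain with fluorescein labeled Nrf2 9mer peptide probe; 0% = neutral control wells and 100% = peptide positive control; higher means more block of Keap1 binding to Nrf2 peptide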
An asterisk follows results filed as active; x = not tested or not shown.

structure	HTR5A inv ag	RTF Ca sens inh	HTR5A ag ctr	OPRM1-OPRD1 ag	cardiac RTF act	C-LANA FP	V-ATPase pH	CAL PDZ FP	OPRM1-OPRD1 inv	Keap1-Nrf2 PPI
Cc1ccc(C(=O)Nc2cccnc2)cc1S(=O)(=O)N1CCCCC1	2.2	9.6	-0.9	-1.0	0.0	2.2	2.0	0.5	5.7	-1.5
COC(=O)c1ccc(C(=O)NC(=S)Nc2nc3c(s2)CC(C)CC3)cc1 (stereo unspecified)	-27.6	2.4	1.2	-4.4	-3.4	-0.5	-6.7	-7.2	21.1	3.6
CC(=O)c1c(C)[nH]c(C(=O)NCCc2ccccc2)c1C	-9.2	1.9	-1.1	-1.1	-1.2	3.6	-2.4	-0.4	4.9	0.4
O=C(Nc1ccccc1Cl)c1ccc2nsnc2c1	-10.2	1.5	3.6	0.9	-0.7	1.6	-1.4	-5.0	-6.5	4.1
O=C(COC(=O)Cc1ccccc1F)Nc1ccc(F)cc1F	-13.3	-7.2	-2.6	-0.4	0.5	-1.7	0.0	-7.3	2.0	3.0
Cn1c(=O)c(C(=O)NCc2ccc(Cl)cc2)c(O)c2ccccc21	0.1	-10.8	-1.5	-0.4	-1.0	0.9	-1.9	x	1.9	-4.6
O=C(O)CCCC(=O)Nc1nc(-c2ccc(F)cc2)cs1	5.5	-2.1	-1.5	0.8	4.0	-4.1	0.6	-5.8	-4.4	-4.9
COc1cccc(C(=O)NNC(=O)c2ccccc2-n2cccc2)c1	-5.4	4.6	0.1	-1.0	-1.6	-0.3	0.0	x	5.0	-2.8
CCC(Cc1ccccc1)NS(=O)(=O)c1ccc2c(c1)NC(=O)CS2 (stereo unspecified)	2.8	-5.1	1.6	3.1	2.8	0.3	0.6	x	-15.6	1.4
Brc1ccc(CN2CC[C@H]3C=CCc4cccc(c43)C2)cc1	-35.0	-0.5	11.9	3.9	2.2	0.3	-1.1	0.8	-22.4	-1.5
Cc1ccc(OCC(=O)NCCNC(=O)c2ccco2)cc1C	0.0	-6.5	-0.4	0.9	2.3	2.9	-1.8	-2.9	-7.6	-4.6
O=C1c2ccccc2/C(=C\c2ccc3[nH]ccc3c2)N1c1ccccc1	-23.4	-6.5	8.7	-0.3	-1.5	-2.4	3.6	-1.8	1.9	-0.2
CCOc1ccc(C(=O)COC(=O)CC)cc1	-23.0	-5.6	8.9	-4.2	3.6	2.1	4.1	5.3	20.8	-4.5
CC(C)CNS(=O)(=O)c1ccc(CCC(=O)N2CCN(Cc3ccccc3)CC2)cc1	-29.7	-17.4	-0.6	-0.7	5.9	-0.3	-1.4	-6.2	3.4	-2.7
CC(=O)N1CCCc2cc(S(=O)(=O)N3CCCC(C)C3)ccc21 (stereo unspecified)	12.6	-0.9	-0.1	-2.5	-2.2	0.4	-0.4	-3.6	13.0	1.2
CC(C)C(C(=O)Nc1ccc(N2CCOCC2)cc1)N1C(=O)c2ccccc2C1=O (stereo unspecified)	-6.8	-6.1	2.6	-1.7	3.2	0.5	2.5	-2.1	9.6	-0.1
Cc1cc(NC(=O)c2ccc(Cl)cc2)c(C(C)C)cc1O	8.1	-2.7	-0.7	-3.6	-0.7	0.8	5.6	-3.3	17.7	-4.7
C=CCNC(=O)CN1C(=O)NC(C)(c2ccc(OC)cc2)C1=O (stereo unspecified)	2.2	-5.7	-0.7	1.1	-0.9	0.1	-3.8	0.9	-8.5	2.6
O=C(NCCCn1ccnc1)C1CCCN(S(=O)(=O)c2cc(Cl)ccc2Cl)C1 (stereo unspecified)	-14.3	6.0	5.0	-0.9	-5.5	-0.1	1.4	-3.6	5.5	-1.8
O=C(NCCN1CCOCC1)C1CCC(=O)N1Cc1ccccc1Cl (stereo unspecified)	-30.2	-3.5	12.4	-3.9	3.7	1.1	-1.8	-1.5	19.1	1.3
O=C(NC(N1CCOCC1)C(Cl)(Cl)Cl)c1ccc(Br)cc1 (stereo unspecified)	-11.1	6.2	3.9	0.7	4.4	2.3	0.1	-2.4	-3.3	1.1
COCCN(C(=O)COC(=O)C1(c2ccccc2)CC1)c1c(N)n(CC(C)C)c(=O)[nH]c1=O	9.2	8.3	4.7	-3.8	2.7	-0.6	-1.6	0.5	18.5	-2.7
Oc1ccc(/C=N/n2c3ccccc3c3ccccc32)cc1	-5.0	4.0	2.4	3.3	8.3	-0.8	0.4	-2.8	-18.5	-8.3
O=c1cnnc(Nc2cccc(F)c2)[nH]1	-3.4	-3.3	1.3	-1.1	-2.8	0.0	-1.6	1.1	5.5	1.3
c1ccc(-c2nnc(-c3c[nH]c4ccccc34)nc2-c2ccccc2)cc1	3.7	0.2	-2.6	-0.1	-0.3	1.3	-3.6	x	0.2	-1.0
O=C(NCc1ccc(F)cc1)c1ccc2c(=O)n3c(nc2c1)CCCCC3	13.8	-8.2	-5.0	0.7	12.1	-0.6	-1.2	x	-3.5	-4.1
COc1cccc(OCC(=O)NNC(=O)c2ccc3ccccc3c2)c1	-15.0	5.3	5.9	0.5	1.0	-0.4	1.8	1.0	-2.1	-2.0
Nc1c(-c2cccc(Cl)c2)cnn1-c1cccc(C(F)(F)F)c1	-1.2	-5.2	0.5	8.4	-0.8	-0.7	-3.8	0.9	-36.5	-2.5
Cc1ccnc(OC(C(=O)O)C(OCc2ccccc2)(c2ccccc2)c2ccc(C(F)(F)F)cc2)n1 (stereo unspecified)	-5.9	-8.6	1.6	-1.6	-7.1	-0.1	3.4	-3.9	7.5	-4.6
Cc1nnc(NC(=O)CSc2nnc(-c3ccco3)n2C(C)C)s1	-5.3	-16.4	1.9	-1.0	-0.6	0.1	5.2	-1.0	6.6	-3.6
Nc1nc(N)c(Cc2ccc(Cl)cc2Cl)c(N)n1	5.0	-0.9	-1.9	-1.9	-3.6	-0.2	0.2	x	9.4	0.5
CCOC(=O)COn1c(=O)c(-c2ccc(F)cc2)[n+]([O-])c2ccccc21	-19.6	-3.0	5.0	-2.4	-6.9	0.4	-1.4	5.7	14.1	-2.6
O=C(O)C(Oc1ccc2cc(-c3ccc(Cl)cc3)c(=O)oc2c1)c1ccccc1 (stereo unspecified)	-17.8	-4.2	1.2	-2.1	-5.3	-0.5	-1.7	-6.8	10.5	0.0
COc1cc(-c2ccc3c(=O)c4ccccc4n(C)c3c2)cc(OC)c1OC	-16.6	1.3	5.7	0.6	2.9	-0.5	-3.0	-8.0	-3.2	3.9
CC(C)Sc1nc2c(cnn2-c2ccccc2)c(=O)[nH]1	6.7	-4.8	-2.4	-0.1	-1.8	1.3	7.0	x	0.3	0.7
COc1ccc(/C=C/C(=O)NCc2cn(C)nc2C)cc1COc1ccc(Br)cc1	0.5	-5.0	0.4	0.2	-0.1	-1.0	2.4	x	-1.4	-2.5
NC(=O)C1CCN(C(=O)COc2ccc3c4c(c(=O)oc3c2)CCC4)CC1	14.9	-8.6	2.3	-2.3	4.7	0.5	1.2	0.1	11.5	0.1
CCN(CC)CCn1c(NCc2ccco2)nc2ccccc21	x	-6.3	x	x	0.9	0.0	-1.4	x	x	-4.1
CCC(C)N(C(=O)COc1ccc(Cl)c2cccnc12)C1CCS(=O)(=O)C1 (stereo unspecified)	7.4	-4.0	-3.0	-3.4	3.1	1.8	-0.8	-1.0	18.7	-4.8
O=C(CSc1nnc(-c2ccco2)n1Cc1ccco1)N1CCOCC1	-39.3	-8.6	3.5	-1.8	4.5	0.3	0.8	1.0	9.7	-4.5
CC(C)NC(=O)N(C)C[C@H]1Oc2ccc(NS(=O)(=O)c3cn(C)cn3)cc2C(=O)N([C@H](C)CO)C[C@@H]1C	-28.0	0.2	9.5	-2.4	-4.9	21.7	7.8	0.4	13.7	28.9*
COc1cc(C(=O)N2CCN(S(=O)(=O)c3ccc(C(C)C)cc3)CC2)ccc1OCC(=O)N1CCOCC1	-2.1	-5.1	4.4	1.3	7.1	-1.5	-5.7	-4.5	-5.2	-0.9
CN(CCc1ccccn1)C(=S)Nc1cccc(S(=O)(=O)N(C)C)c1	-26.7	5.4	9.0	1.8	-6.6	-2.4	-0.3	-3.0	-14.1	-1.9
CCOc1ccc(/C=N/Nc2nc(N3CCCC3)nc(N3CCCC3)n2)cc1OC	14.4	4.0	-3.6	-0.9	-1.3	-2.3	5.0	0.6	5.2	1.0
NC(=O)c1c(NC(=O)C2CCCO2)sc2c1CCCCC2 (stereo unspecified)	-66.4	4.9	-1.0	-4.0	4.6	4.3	-3.5	-3.2	18.1	-8.5
O=C(c1ccco1)N1CCN(c2nc(C3CC3)nc3sc4c(c23)CCCC4)CC1	-15.4	-5.5	3.2	-0.5	4.0	0.2	-4.4	-3.7	2.9	-0.9
CN(C(=O)c1cc2c(s1)-c1ccccc1S(=O)(=O)C2)c1ccccc1	-5.0	-0.7	1.8	-1.5	3.2	0.8	2.3	-4.6	8.0	2.1
O=C(COC(=O)c1cnccn1)c1ccc(Br)cc1	4.6	3.8	2.6	-3.0	1.9	-0.5	5.5	7.4	18.5	-5.4
COc1ccc(C(C(=O)NC(C)(C)C)N(CCO)C(=O)CCC(=O)Nc2cc(C)on2)cc1 (stereo unspecified)	-8.2	-15.9	-2.5	0.2	2.1	1.8	0.2	-4.2	-2.0	-0.6
O=C(NCCCN1CCOCC1)c1ccc(S(=O)(=O)Nc2ccccc2F)cc1	-3.9	2.6	1.3	-0.1	-4.2	-2.8	-0.5	2.1	0.7	-0.6
O=C(CSc1nnc(-c2cccs2)n1Cc1ccco1)Nc1ccc2c(c1)OCO2	-5.0	-4.2	0.5	-2.3	0.6	-2.1	-1.3	-3.8	12.8	-0.9
O=S(=O)(NCC1CCCO1)c1ccccc1 (stereo unspecified)	-10.0	-8.4	2.7	-0.6	-5.5	-0.9	6.3	-3.2	2.7	-5.9
C=CCn1c(SCc2nc3scc(-c4ccccc4)c3c(=O)[nH]2)nnc1-c1ccccc1F	-20.6	-6.0	2.9	-1.3	-1.8	0.9	-1.9	-3.0	6.5	1.0
